RGS4 inhibitor – blocks human RGS4-accelerated GTP hydrolysis; P49798; Transcreener GDP fluorescence polarization, RGS4-accelerated GTP hydrolysis; Potency, µM (doses to about 114 µM), inactives show top-dose activity change, negative = inhibition, most hits filed as inhibitors; actives 0.039% (n = 390,000); AID 504845; note: % is set by controls: 0 for no effect and ±100 for the full control effect; nearly all actives have a fitted effect of over 75% in size; some results filed as inactive show a strong effect at the top dose
Target sequence (P49798 whole entry, looked up): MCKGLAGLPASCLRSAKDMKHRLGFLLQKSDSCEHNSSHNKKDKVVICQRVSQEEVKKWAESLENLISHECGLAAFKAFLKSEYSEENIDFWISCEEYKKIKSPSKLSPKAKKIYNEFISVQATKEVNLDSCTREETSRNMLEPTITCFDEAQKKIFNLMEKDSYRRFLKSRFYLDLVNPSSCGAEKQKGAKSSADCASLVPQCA
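MLSMR compounds (23 nl, pin-transferred) preincubated 10 min at room temperature with a 500nM (2x) first reagent, then RGS4 at 900nM (2x) plus Transcreener GDP mix added; fluorescence polarization (620/688 nm) read before and after 90 min at 30 °C.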
Vif-APOBEC3G blk – blocks the Vif interaction with human APOBEC3G. Q9HC16. actives 0.076% (n = 410,000). Potency, µM (titrated, usually from 46.1 µM), for inactives: at the highest dose activity, negative = active, actives largely listed as inhibitors. HeLa A3G-eYFP + Vif (tagged APOBEC3G with the HIV-1 protein that degrades it), YFP fluorescence, overnight;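 note: % is set by controls: 0 for no effect and ±100 for the full control effect; nearly all actives have a fitted effect of over 60% in size; hits raise eYFP signal because A3G escapes Vif-driven loss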
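HeLa cells stably expressing Vif and C-terminally eYFP-tagged A3G, seeded overnight at 37 deg C, then exposed to compound by pintool overnight at 37 deg C. Rise in yellow fluorescence (Ex 488/Em 500-530, Acumen) marks blocked Vif-driven A3G degradation.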
Vif-APOBEC3F blk – inhibitors of Vif-A3F interaction; Potency, µM (top dose mostly 46.1 µM), without a hit: top-dose activity, negative = active; HeLa A3F-eYFP + Vif (tagged APOBEC3F with the HIV-1 protein that degrades it), YFP fluorescence increase; actives 0.2% (n = 390,000); note: % of control where 0% means no effect; nearly all actives have a fitted effect of over 65% in size
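HeLa cells stably expressing Vif plus C-terminally eYFP-tagged A3F were seeded, incubated overnight at 37 deg C, dosed with compound, incubated overnight again at 37 deg C. Yellow fluorescence (Ex 488/Em 500-530) reported blocked Vif-mediated A3F-eYFP degradation.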
rTrxR1 inhibitor – inhibitors of rat thioredoxin reductase 1 | O89049 | recombinant rTrxR1, NADPH fluorescence consumption, selenite substrate | Potency, µM (highest dose often 114 µM), without a hit: at the top dose activity change, negative = inhibition, usual class: inhibitors | actives 1% (n = 390,000); note: % is set by controls: 0 for no effect and ±100 for the full control effect; nearly all actives have a fitted effect of over 65% in size
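Rat TrxR1 (90 nM in the dispensed reagent) was pre-reduced with 400 uM NADPH for 5 min at room temperature, then incubated with compound for 15 min. After 400 uM selenite was added, NADPH fluorescence (Ex 340/Em 450 nm) was followed for 8 min.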
RXFP1 ag – activates the human relaxin receptor RXFP1; Q9HBX9; HEK293T-RXFP1 cAMP TR-FRET, 30 min; response scale: percent of porcine relaxin response, buffer zero; Potency, µM (titrated, usually from 57.5 µM), inactives show at the top dose activation, most hits filed as activators; actives 0.3% (n = 370,000); note: % is set by controls: 0 for no effect and ±100 for the full control effect; nearly all actives have a fitted effect of over 60% in size; many of its hits are not listed in these tables
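HEK293 cells stably expressing RXFP1, treated 30 min at 37C with compounds plus PDE4 inhibitor Ro 20174; cAMP measured by HTRF TR-FRET. Normalized to buffer and 29 nM porcine relaxin; EC50 by Hill fit.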
USP1-UAF1 inh – USP1/UAF1 (human) deubiquitinase inhibition. O94782. recombinant USP1/UAF1, Ub-Rhodamine cleavage fluorescence. Potency, µM (titrated, usually from 57.1 µM), for the others: at the highest dose activity change, negative = inhibition, most hits filed as inhibitors. actives 0.23% (n = 390,000). AID 743255; note: % is set by controls: 0 for no effect and ±100 for the full control effect; nearly all actives have a fitted effect of over 60% in size; inactives centre near -12
Target sequence (O94782 whole entry, looked up): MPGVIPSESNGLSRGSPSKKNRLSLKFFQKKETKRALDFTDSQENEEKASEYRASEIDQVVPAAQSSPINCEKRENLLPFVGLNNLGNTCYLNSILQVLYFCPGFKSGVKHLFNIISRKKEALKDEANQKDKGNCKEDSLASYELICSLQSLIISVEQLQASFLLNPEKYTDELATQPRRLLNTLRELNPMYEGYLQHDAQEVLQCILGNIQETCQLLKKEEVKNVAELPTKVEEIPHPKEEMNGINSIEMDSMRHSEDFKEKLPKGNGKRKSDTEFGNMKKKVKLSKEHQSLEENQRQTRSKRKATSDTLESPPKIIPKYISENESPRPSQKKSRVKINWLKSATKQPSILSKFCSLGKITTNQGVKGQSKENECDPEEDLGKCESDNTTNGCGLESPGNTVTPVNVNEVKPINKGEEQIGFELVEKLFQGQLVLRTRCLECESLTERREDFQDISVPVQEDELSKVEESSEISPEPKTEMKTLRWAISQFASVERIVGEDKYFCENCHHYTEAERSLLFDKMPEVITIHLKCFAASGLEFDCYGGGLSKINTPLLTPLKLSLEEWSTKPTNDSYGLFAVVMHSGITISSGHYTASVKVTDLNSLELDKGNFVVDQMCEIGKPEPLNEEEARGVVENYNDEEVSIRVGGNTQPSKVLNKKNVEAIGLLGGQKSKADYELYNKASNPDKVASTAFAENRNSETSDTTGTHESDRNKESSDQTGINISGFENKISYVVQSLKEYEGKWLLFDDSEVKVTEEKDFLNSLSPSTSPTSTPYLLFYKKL
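In this screen, compounds sit with the deubiquitinase complex (1nM) for 15 min at room temperature before Ub-Rho is added at 150nM final. Fluorescence rise is then followed for 6 reads every 60 seconds.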
mIDH1 inhibitor – human IDH1 R132H inhibition; AID 602179; Potency, µM (titrated, usually from 76.6 µM), inactives show top-dose activity change, negative = inhibition, most hits filed as inhibitors; IDH1-R132H enzyme, NADPH consumption, diaphorase/resazurin fluorescence; actives 0.093% (n = 390,000); O75874; note: % is set by controls: 0 for no effect and ±100 for the full control effect; nearly all actives have a fitted effect of over 65% in size
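IDH1-R132H (0.5 ug/mL dispensed) in pH 7.5 Tris buffer was preincubated 30 min with compound, then given a substrate mix of 0.016 mM NADPH and 2 mM alpha-KG for 80 min at room temperature; remaining NADPH was read by diaphorase/resazurin fluorescence.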
TrxR1 substrate – substrates of rat thioredoxin reductase 1 | AID 588456 | actives 0.01% (n = 390,000) | O89049 | purified TrxR1 substrate turnover, NADPH consumption readout | Potency, µM (highest dose often 114 µM), for inactives: at the top dose activity change, negative = substrate turnover; note: % is set by controls: 0 for no effect and ±100 for the full control effect; nearly all actives have a fitted effect of over 50% in size
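Rat TrxR1, dispensed at 90 nM, was prereduced with 400 uM NADPH (final) for 5 min at ~22 deg C, then incubated with compound 15 min before 400 uM selenite. A first-read NADPH fluorescence drop versus no-compound background flagged substrates.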
12-LOX inh – ALOX12 (human) lipoxygenase inhibition. P18054. purified 12hLO, xylenol orange hydroperoxide absorbance. Potency, µM (series often up to 108 µM), without a hit: top-dose activity change, negative = inhibition, hits mostly inhibitors. actives 1.1% (n = 580,000). AID 1671190; note: % is set by controls: 0 for no effect and ±100 for the full control effect
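Purified human 12hLO at 150 nM in 25 mM Hepes, 0.01% Triton X-100, pH 7.0, preincubated 15 min at room temperature with compound. Reaction started with 40 uM arachidonic acid, 30 min at room temperature. Hydroperoxide measured by Fe-xylenol orange, 573/405 nm absorbance ratio.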
An asterisk follows results filed as active; u = inconclusive; x = no result given; & = joins results of further samples; [ ] = dose if it differs, or a comment. Calls come from the whole dose curve; as a rule, active = well fitted curve in the direction sought with a large enough effect; inconclusive = small, poorly fitted or top-dose-only effect, or another doubt; inactive = no such curve, though single readings can be large; an effect the other way counts as inactive or inconclusive. Potency is the fitted concentration of half-maximal effect.

Every second line gives: RGS4 inhibitor	Vif-APOBEC3G blk	Vif-APOBEC3F blk	rTrxR1 inhibitor	RXFP1 ag	USP1-UAF1 inh	mIDH1 inhibitor	TrxR1 substrate	12-LOX inh
- O=C(Nc1ccc(F)cc1C(F)(F)F)C1CCN(c2ncccn2)CC1
    3%	5%	-1%	18%	7.3%	-19%	-6%	5%	u
- CCNC(=S)N(Cc1ccc2c(c1)OCO2)C1CC(=O)N(c2ccc(OC)cc2)C1=O (configuration not stated)
    -13%	4%	0%	-5%	0.8%	-12%	0%	-10%	-20%
- O=S(=O)(Cc1ccccc1Cl)NCCc1ccc(F)cc1
    -30%	-3%	-14%	11%	1.2%	-15%	0%	-6%	-18%
- O=C(NCCN1CCc2ccccc2C1)C1CCN(S(=O)(=O)N2CCC3(CC2)OCCO3)CC1
    -17%	-5%	-1%	4%	3.4%	14%	6%	8%	7%
- COc1ccccc1C(=O)Nc1ccnn1C1CCN(CCCC2CCCC2)CC1
    2%	3%	6%	-26%	0.3%	-17%	5%	-3%	0%
- CCc1ccc(-c2nc(CN3CCC(C(=O)NCCc4ccc(Cl)cc4)CC3)c(C)o2)cc1
    -18%	3%	2%	21%	0.5%	-26%	0%	0%	-20%
- CCCCCCNC(=O)CCc1c(C)nc2nc(-c3cc(OC)cc(OC)c3)nn2c1C
    -23%	-8%	1%	10%	0.3%	-18%	0%	1%	-13%
- C[C@@H](O)C(C(=O)N1CCNCC1)n1cc([C@@H](N)CCCCN)nn1 (some centres not stated)
    -13%	4%	-1%	-2%[57.1 µM]	-0.5%	-19%	-2%	5%[57.1 µM]	5%
- CC(=O)Nc1ccc(NC(=O)C(C)OC(=O)[C@@H]2CCCN2C(=O)c2cccs2)cc1 (some centres not stated)
    1%	0%	-5%	13%[57.1 µM]	x	-5%	1%	8%[57.1 µM]	-14%
- CCOc1ccc(CCN2C(=S)N([C@@H](Cc3ccc(O)cc3)CN3CCCC3CN3C(=S)NC[C@@H]3Cc3ccc(O)cc3)C[C@@H]2CC(C)C)cc1 (some centres not stated)
    13%	2%	-6%	-1%	x	u	4%	1%	u

The closing 2 entries of the part before lead into the next:
Every second line gives: RGS4 inhibitor	Vif-APOBEC3G blk	Vif-APOBEC3F blk	rTrxR1 inhibitor	RXFP1 ag	USP1-UAF1 inh	mIDH1 inhibitor	TrxR1 substrate	12-LOX inh
- CC(=O)Nc1ccc(NC(=O)C(C)OC(=O)[C@@H]2CCCN2C(=O)c2cccs2)cc1 (some centres not stated)
    1%	0%	-5%	13%[57.1 µM]	x	-5%	1%	8%[57.1 µM]	-14%
- CCOc1ccc(CCN2C(=S)N([C@@H](Cc3ccc(O)cc3)CN3CCCC3CN3C(=S)NC[C@@H]3Cc3ccc(O)cc3)C[C@@H]2CC(C)C)cc1 (some centres not stated)
    13%	2%	-6%	-1%	x	u	4%	1%	u
- N#C/C(=C\c1cn(-c2ccccc2)nc1-c1cccnc1)c1nnc2n1CCCCC2
    -17%	2%	-4%	-2%[57.1 µM]	1.4%	-8%	5%	7%[57.1 µM]	0%
- CCc1ccc2ncc(S(=O)(=O)c3ccc(C)c(C)c3)c(N3CCCC3)c2c1
    -35%	1%	3%	-19%	-0.7%	-26%	1%	-9%	0%
- Cc1cccc(C)c1NC(=O)CCCSc1nc2ccccc2s1
    -25%	-3%	10%	4%	1.9%	-23%	2%	-4%	-26%
- Cc1ccccc1NC1C=CS(=O)(=O)C1 (configuration not stated)
    -15%	-4%	-2%	-9%[57.1 µM]	-0.7%	-18%	1%	10%[57.1 µM]	-24%
- COc1cc(/C=C(\C#N)C(=O)Nc2ccccn2)ccc1O
    -7%	-3%	1%	u	0.5%	-23%	15%	-11%[57.1 µM]	u
- CCn1c(C)c(C(C)=O)c(N2CCN(C(=O)c3ccco3)CC2)nc1=S
    7%	-1%	0%	-28%	1.1%	-3%	0%	2%[57.1 µM]	-9%[57.4 µM]
- O=c1ccnc2n1COCS2
    17%	-2%	2%	0%	8.3%	-11%	1%	-3%	u
- CC(C)Cn1cc(NC(=O)N2CCN(c3ccccc3F)CC2)c2ccccc2c1=O
    -2%	1%	4%	22%	3.9%	u	24%	18%	1%
- CCc1nnc(NC(=O)[C@@H](NC(=O)c2ccc(C(C)(C)C)cc2)C(C)C)s1
    3%	-1%	7%	-8%	-0.5%	-11%	4%	-10%	-1%
- Cc1cc(C(=O)OCC(=O)Nc2cc(S(=O)(=O)N3CCOCC3)ccc2Cl)c(C)o1
    15%	2%	-1%	-30%	-1.0%	-3%	7%	-12%	28%
- COc1cccc(NC(=O)Cn2c(=O)oc3ccccc32)c1
    -6%	1%	-9%	7%	-0.2%	-15%	1%	0%	13%
- CC(C)(C)c1ccc(S(=O)(=O)N2CC(=O)Nc3ccccc32)cc1
    -22%	0%	2%	-15%	0.3%	-2%	17%	-14%	4%
- C[C@H]1CN([C@@H](C)CO)C(=O)c2cccc(NS(=O)(=O)c3ccc(Cl)cc3)c2O[C@@H]1CN(C)CC1CCCCC1
    -10%	-2%	-3%	3%	x	-23%	45µM*	2%	-3%
- c1ccc(CC[C@@H]2CC[C@@H](CCc3ccccc3)N2)cc1
    -8%	-2%	5%	5%	-0.1%	-7%	-7%	3%	-3%
- O=C(NCc1ccco1)/C(=C\c1cccs1)NC(=O)c1ccccc1
    -9%	6%	-3%	14%	-0.7%	-24%	2%	-2%	6%
- C=CCN1C(=O)CSc2ccc(C(=O)OCC)cc21
    -23%	0%	-2%	5%	-0.5%	-16%	4%	-1%	u
- Cc1cc(C)cc(C(=O)NCC(=O)OCC(=O)Nc2ccc(C)cc2Br)c1
    -35%	-3%	12%	20%[57.1 µM]	0.5%	-17%	3%	-15%[57.1 µM]	-1%
- COCc1cc(C)nc(SCC(=O)NCC2CCCO2)c1C#N (configuration not stated)
    17%	0%	1%	3%	3.6%	-17%	-7%	-4%	10%
- O=C1CS/C(=N\NC(=O)c2ccccc2)N1
    0%	-1%	-9%	22%[57.1 µM]	2.8%	-21%	9%	2%[57.1 µM]	16%
- COc1ccc(CCn2c(-c3ccncc3)n[nH]c2=S)cc1OC
    -27%	1%	-36%	-1%[57.1 µM]	1.5%	-15%	1%	2%	u
- CC(C)NC(=O)C1(c2ccccc2)CC1(Cl)Cl (configuration not stated)
    -2%[11.4 µM]	1%	-8%	35%	-0.1%	-21%	-9%	8%	1%
- CC(C)[C@H](NC(=O)OC(C)(C)C)C(=O)NCC1CCC(C(=O)N[C@@H](Cc2ccccc2)C(=O)O)CC1 (some centres not stated)
    -15%	0%	18%	1%[57.1 µM]	4.4%	-12%	15%	10%[57.1 µM]	u
- CC(C)n1cnnc1SCC(=O)NC(=O)c1ccccc1
    5%	1%	0%	4%[57.1 µM]	1.2%	-14%	-4%	0%[57.1 µM]	-19%
- CCc1ccccc1N(C)C(=O)C1CCCN(c2ncnc3onc(-c4ccc(F)cc4)c23)C1 (configuration not stated)
    -6%	-3%	7%	18%	-1.1%	-10%	-11%	7%	-5%
- O=C1/C(=C/c2ccc(O)cc2)SC(=S)N1CC1CCCO1 (configuration not stated)
    -26%	-1%	22µM*	-11%	-1.0%	u	0%	-6%	0%
- CC(Sc1nnc(N)s1)C(=O)Nc1nccs1 (configuration not stated)
    -16%	-1%	0%	16%	1.2%	-17%	-9%	0%	9%
- O=C(Nc1cccc(Cl)c1Cl)Nn1cnnc1
    22%	1%	4%	4%	-0.1%	-12%	-5%	-4%	286%[activator]
- CCCNC(=O)CS(=O)Cc1nc(-c2ccc(OC)cc2)oc1C (configuration not stated)
    -37%	-2%	4%	u	1.6%	-15%	14%	12%[57.1 µM]	-11%
- c1ccc2c(c1)CCN(c1ncnc3nc[nH]c13)C2
    -24%	3%&-17%&-29%	2%	-1%&-18%&-22%	4.3%	-17%	0%	1%	-20%
- Cc1c(NCc2nc3ccccc3[nH]2)c(=O)n(-c2ccccc2)n1C
    -12%	-4%	-11%	u	0.6%	-12%	6%	-2%	19%
- CN(C)C(CNC(=O)c1cccc(S(=O)(=O)N2CCc3ccccc3C2)c1)c1ccccc1 (configuration not stated)
    x	0%	0%	x	x	-27%	-1%	x	1%
- CN(Cc1ccccc1)S(=O)(=O)c1ccc(Cl)c(C(=O)N2CCC2)c1
    23%	-3%	-9%	-3%	0.1%	4%	2%	-7%	-2%
- O=C(Nc1ccnn1C1CCN(C(=O)c2cccc(C(F)(F)F)c2)CC1)C1CC1
    10%	3%	-9%	17%	3.3%	-17%	2%	8%	2%
- COc1ccccc1N1CCN(C(=O)CCc2ccccc2)CC1
    19%	1%	-15%	8%	-1.0%	-8%	-7%	0%	0%
- COc1ccc(NC(=O)NCCc2c(C)nn(C)c2C)c(OC)c1
    0%	-1%	-1%	7%[57.1 µM]	-2.7%	-23%	-3%	1%[57.1 µM]	-23%
- COc1ccc(NC(=O)c2cccc(F)c2)cc1Cl
    -4%	-1%	-12%	-5%	-0.4%	-3%	5%	-7%	15%
- N#CC1=C(N)NC(SCc2ccc(Cl)cc2)=C(C#N)C12CCCCC2
    31%	-14%	-5%	-9%	2.7%	-2%	1%	-10%	-29%
- C=CCC1(NC(C)c2ccccc2)CCCCC1 (configuration not stated)
    19%	0%	-4%	16%	-0.6%	-3%	-2%	4%	14%

Screening results (PubChem)

Not all compounds are listed. The share of hits here may be higher or lower than overall.
